KCNK3 inh – human KCNK3 channel inhibition, primary screen; AID 602410; B-score at 10 µM; O14649; hit rate 0.84% among 340,000; CHO-KCNK3 thallium flux, FluxOR fluorescence; hits give low values;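 active = B-score under library mean minus 4 SD, starting fluorescence ratio at most library mean plus 5 SD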;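 note: more negative B-score means stronger inhibition of thallium flux through KCNK3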
ANO1 activ – activates or potentiates the mouse TMEM16A chloride channel; Q8BHY3; HEK293 TMEM16A/YFP-H148Q/I152L, iodide quench fluorescence; hits give low values; B-score at 10 µM; hit rate 0.3% among 340,000; AID 623877;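 active = fluorescence-ratio B-score plate-corrected deviation score at least 3 library SD below zero, with starting fluorescence score within 5 deviations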;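 note: channel opened by trigger with iodide after compound preincubation; score built on the fluorescence ratio of max minus min over baseline; more negative score means more quench and so TMEM16A activation or potentiation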
Target sequence (Q8BHY3 whole entry, looked up): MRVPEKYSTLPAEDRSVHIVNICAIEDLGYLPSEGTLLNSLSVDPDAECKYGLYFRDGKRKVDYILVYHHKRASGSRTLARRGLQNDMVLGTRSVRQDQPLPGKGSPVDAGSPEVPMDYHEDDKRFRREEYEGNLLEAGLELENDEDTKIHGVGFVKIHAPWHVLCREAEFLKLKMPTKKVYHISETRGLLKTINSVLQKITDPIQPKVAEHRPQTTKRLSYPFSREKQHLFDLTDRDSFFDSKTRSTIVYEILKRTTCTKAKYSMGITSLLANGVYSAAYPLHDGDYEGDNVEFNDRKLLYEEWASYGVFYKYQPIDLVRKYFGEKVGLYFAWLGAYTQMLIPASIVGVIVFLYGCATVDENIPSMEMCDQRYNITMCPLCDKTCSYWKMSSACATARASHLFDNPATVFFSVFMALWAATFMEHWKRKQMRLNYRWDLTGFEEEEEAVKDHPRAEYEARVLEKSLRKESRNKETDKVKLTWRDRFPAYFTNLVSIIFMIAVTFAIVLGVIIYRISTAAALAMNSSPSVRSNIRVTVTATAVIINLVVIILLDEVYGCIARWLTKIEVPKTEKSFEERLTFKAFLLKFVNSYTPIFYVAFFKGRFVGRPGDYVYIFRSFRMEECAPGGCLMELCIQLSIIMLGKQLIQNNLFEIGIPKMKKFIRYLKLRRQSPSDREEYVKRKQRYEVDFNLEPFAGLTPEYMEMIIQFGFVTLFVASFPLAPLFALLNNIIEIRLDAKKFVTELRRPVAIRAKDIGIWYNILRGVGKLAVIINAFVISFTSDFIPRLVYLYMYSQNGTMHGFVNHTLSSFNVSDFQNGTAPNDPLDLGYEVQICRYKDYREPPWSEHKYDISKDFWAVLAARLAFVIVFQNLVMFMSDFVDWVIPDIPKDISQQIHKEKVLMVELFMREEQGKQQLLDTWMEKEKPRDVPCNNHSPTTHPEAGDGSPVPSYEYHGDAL
* hit, by the source's call; i = inactive. These rows are one share of the data; count on the stated rates, not on these rows.

KCNK3 inh,ANO1 activ,molecule
i,i,O=C(Nc1cccc(S(=O)(=O)NC2=NCCC2)c1)c1ccc(F)cc1
i,i,CCCn1c(SCC(=O)N(CC)c2c(N)n(Cc3ccccc3)c(=O)[nH]c2=O)nnc1-c1ccncc1
i,i,COc1ccc(/C=C/C(=O)OCC(=O)N2CCc3ccccc32)cc1
i,i,NC(=O)c1ccsc1NC(=O)c1ccc([N+](=O)[O-])o1
i,i,C=CCn1c(SCC(=O)N(CC)C2CCS(=O)(=O)C2)nnc1-c1ccccc1 (configuration not stated)
i,i,C[C@H](CO)N1C[C@H](C)[C@@H](CN(C)Cc2ccc(Cl)c(Cl)c2)Oc2c(NC(=O)Cc3ccccc3)cccc2C1=O
i,i,CCOC(=O)C1CCN(C(=O)COC(=O)CNC(=O)c2sc3ccccc3c2Cl)CC1
i,i,O=C(NCCCOc1ccc([N+](=O)[O-])cc1Cl)OCc1ccccc1
i,i,Cc1noc(C)c1COc1ccc(C(=O)Nc2nnc(CC(C)C)s2)cc1
i,i,CC1CN(S(=O)(=O)c2cc(C(=O)N(C)Cc3cccs3)ccc2Cl)CC(C)O1 (configuration not stated)
i,i,CC(C)n1nc(C(=O)Nc2cccc(S(=O)(=O)N3CCCCC3)c2)c2ccccc2c1=O
i,i,COc1ccc(S(=O)(=O)N2CCOCC2)cc1C(=O)NCc1ccccc1CN1CCCC1
i,i,Cc1c(C(=O)OCC(=O)N(CC(C)C)c2c(N)n(Cc3ccccc3)c(=O)[nH]c2=O)oc2ccccc12
i,i,CC(OC(=O)c1ccc(Cl)nc1)C(=O)NC1CCCC1 (configuration not stated)
i,i,CC(NC(=O)c1ccco1)C(=O)N1CCN(c2cccc(C(F)(F)F)c2)CC1 (configuration not stated)
i,i,Cc1nc2cc(Cc3ccccc3)ccc2o1
i,i,C#CCOCCOCCOCCNc1nc(N2CCOCC2)nc(N2CCN(C(=O)[C@H](C)n3cc(CCC(=O)O)nn3)CC2)n1
i,i,Cc1ccc2c(c1)[C@H]1[C@H](CO2)[C@H](c2ccccc2)[C@]2(C)C(=O)N(Cc3ccco3)CC(=O)N12
i,i,COc1ccc(-c2nnc(N)s2)cc1OC
i,i,Nc1nc(N)nc(-c2cc(F)ccc2O)n1
i,i,CC(=O)Nc1ccc(NC(=O)c2ccc(-c3ccccc3Cl)o2)cc1
i,i,COc1ccc(N2CCN(C(=O)c3cccc(S(=O)(=O)N4CCOCC4)c3)CC2)cc1
i,i,O=C(COC(=O)c1ccc([N+](=O)[O-])cc1Cl)NCc1ccco1
i,i,Cc1ccc(S(=O)(=O)NCC(=O)OCc2csc(CC(=O)Nc3ccccc3C)n2)cc1C
i,i,Cc1ccc(C(=O)Oc2coc(CSc3nnc(NC(=O)C4CC4)s3)cc2=O)cc1C
i,i,CC(C)Cn1c(=S)[nH]c2cc(C(=O)NCc3ccccc3F)ccc2c1=O
i,i,O=C(COc1ccccc1F)Nc1nc(-c2ccccn2)cs1
i,i,O=C(COC(=O)c1cnc(Cl)c(Cl)c1)NC1CCCCCC1
i,i,O=C(NCCc1ccccc1)c1ccc(S(=O)(=O)N2CCCC2)cc1
i,i,Cc1nn(CC(=O)N2CCN(C(=O)c3ccco3)CC2)c(C)c1[N+](=O)[O-]
i,i,COCc1c(C(=O)NCC2COc3ccccc3O2)oc2ccccc12 (configuration not stated)
i,i,C=CCC[C@H](Cc1ccc(F)cc1)C(=O)OC[C@H](C)NC(=O)[C@H](CC=C)CC(=O)NCCO
i,i,COc1ccc(C(=O)OCC(=O)Nc2ncc([N+](=O)[O-])s2)cc1OC
i,i,Cc1ccc(S(=O)(=O)CS(=O)(=O)c2ccc(C)cc2)cc1
i,i,O=C(COC(=O)CC1CCCCC1)Nc1c(Cl)cccc1Cl
i,i,O=C1C(Cc2ccccc2)Nc2ncnc(N3CCCCC3)c2N1Cc1ccccc1 (configuration not stated)
i,i,Cc1cc(C)n(-c2ccc(C(=O)OC(C)C(=O)Nc3ccc(C(N)=O)cc3)cc2)n1 (configuration not stated)
i,i,CN(C(=O)COC(=O)C1(C)CC1(Cl)Cl)c1c(N)n(Cc2ccccc2)c(=O)[nH]c1=O (configuration not stated)
i,i,O=C(NCc1ccc2c(c1)OCO2)c1c(-c2ccccc2)sc2ccccc12
i,i,NC(=O)C1CCN(C(=O)CCNS(=O)(=O)c2ccccc2F)CC1
i,i,O=C(NCCCN1CCCC1=O)C1CCN(S(=O)(=O)c2ccccc2)CC1
i,i,CCOC(=O)C1=C(C)N(C[C@@H]2CC[C@@H](Cc3ccc(-c4ccccc4)cc3)O2)C(=O)NC1c1ccc(Cl)cc1 (some centres not stated)
i,i,O=C(COC(=O)/C=C/c1ccc([N+](=O)[O-])cc1)NNC(=O)c1ccccc1
i,i,COc1cc2c(Cc3ccccc3)cncc2cc1O
i,i,CN(c1ccccc1)S(=O)(=O)c1cccc(NC(=O)CSc2nnc(C3CC3)n2C)c1
i,i,CCOc1ccc(C(=O)OC(C)C(=O)N2CCN(Cc3ccccc3)CC2)cc1 (configuration not stated)
i,i,COc1cc2c(cc1OC(C)=O)CCCCC2=O
i,i,CCCCn1nc(C(=O)N(CC)CC(=O)Nc2c(F)cccc2F)c2ccccc2c1=O
i,i,CCOC(=O)C1(C(=O)OCC)NC(=O)CC1C (configuration not stated)
i,i,O=C(CCNS(=O)(=O)c1ccccc1)NNC(=O)c1cccc(Cl)c1

Filtered by structure: the compounds so far containing a nitro group on carbon
KCNK3 inh,ANO1 activ,molecule
i,i,NC(=O)c1ccsc1NC(=O)c1ccc([N+](=O)[O-])o1
i,i,O=C(NCCCOc1ccc([N+](=O)[O-])cc1Cl)OCc1ccccc1
i,i,O=C(COC(=O)c1ccc([N+](=O)[O-])cc1Cl)NCc1ccco1
i,i,Cc1nn(CC(=O)N2CCN(C(=O)c3ccco3)CC2)c(C)c1[N+](=O)[O-]
i,i,COc1ccc(C(=O)OCC(=O)Nc2ncc([N+](=O)[O-])s2)cc1OC
i,i,O=C(COC(=O)/C=C/c1ccc([N+](=O)[O-])cc1)NNC(=O)c1ccccc1

(further entries)
KCNK3 inh,ANO1 activ,molecule
i,i,COc1cccc(/C(C)=N/Nc2ccc(S(=O)(=O)N3CCCCC3)cn2)c1
i,i,CN(CC(=O)NC(=O)NC1CCCCC1)CC(=O)Nc1ccc(OC(F)(F)F)cc1
i,i,c1ccc(CSc2ncnc3c2ncn3C2CCCCO2)cc1 (configuration not stated)
i,i,Cc1ccnc(NC(=O)c2cccc(NC(=O)c3ccc(Cl)cc3)c2)c1
i,i,CC(=O)c1ccccc1NS(=O)(=O)c1ccc2c(c1)CC(=O)N2
i,i,Cc1ccc(S(=O)(=O)N(C)CC(=O)NNC(=O)CCS(=O)(=O)c2ccccc2)cc1
i,i,NC(=O)C1C2C=CC(C2)C1c1ccccc1 (configuration not stated)
i,i,CCOc1ccccc1C(=O)OCC(=O)NCCc1ccc(OC)cc1
i,i,CN(C(=O)CSc1nc2ccccc2c(=O)n1-c1ccc(F)cc1F)C1CCS(=O)(=O)C1 (configuration not stated)
i,i,CC(=O)c1ccc(N2CCN(CC(=O)Nc3ccccc3C(=O)NC3CC3)CC2)c(F)c1
i,i,Cc1cc(NC(=O)NC(=O)c2ccccc2NC(=O)CN(C)C)ccc1Oc1ncc(Br)cn1
i,i,O=C(COc1cccc(C(F)(F)F)c1)Nc1nnc(C2CC2)s1
i,i,O=C(CCN1C(=O)NC2(CCCC2)C1=O)Nc1ccc(-c2nc3ccccc3s2)cc1
i,i,Cc1nnc(SCC(=O)N(CCC#N)c2ccc3c(c2)OCCO3)s1
i,i,CCC1(CC)NC(=O)N(CC(=O)OCC(=O)Nc2cc(OC)ccc2OC)C1=O
-9.5*,i,O=C(c1cccc(S(=O)(=O)N2CCCc3ccccc32)c1)N1CCN(c2ccccc2)CC1
i,i,CCN(C(=O)CSc1nnc(-c2ccccc2F)n1N)c1c(N)n(Cc2ccccc2)c(=O)[nH]c1=O
i,i,NS(=O)(=O)c1ccc(CNC(=O)C2CCCN2C(=O)c2cccs2)cc1 (configuration not stated)
i,i,COc1ccc(CC(=O)OCC(=O)N2CCN(S(=O)(=O)c3ccc(C)cc3C)CC2)cc1OC
i,i,CCC(ONc1ccccc1C(F)(F)F)(C(=O)NN(C)C)c1ccccc1 (configuration not stated)
i,i,COc1cccc(CCC2C(=O)CCCC2=O)c1
i,i,CC(C)=CC(=O)Nc1cccc(S(=O)(=O)NC2=NCCCCC2)c1
i,i,COC(=O)C1=C(C)N(Cc2ccccc2)C(=NCc2ccccc2)N[C@H]1c1cccc(C(F)(F)F)c1
i,i,COc1cc2c(-c3cc(F)cc(F)c3)c(-c3ccsc3)oc(=O)c2cc1OC
i,i,CCN(C(=O)COC(=O)c1ccco1)c1cccc2ccccc12
i,i,COC(=O)[C@@]12CCCCN1[C@H](c1ccc(-c3ccc4c(c3)OCO4)cc1)[C@H]1C(=O)N(C)C(=O)[C@H]12
i,i,Cc1cc(C(=O)NNC(=O)c2ccccc2[N+](=O)[O-])c(C)o1
i,i,Nc1ncnc2c1nc(N1CCCCC1)n2[C@@H]1O[C@H](CO)[C@@H](O)[C@H]1O
-10*,i,CC(C)Cn1c(N)c(C(=O)COC(=O)c2c(O)c(Cl)cc(Cl)c2Cl)c(=O)n(C)c1=O
i,i,COc1ccc(CCC(=O)NNC(=O)c2cccs2)cc1
i,i,Cc1cc(C(=O)NNC(=O)[C@H](C)NC(=O)c2ccc(Br)cc2)c(C)o1
i,i,O=C(NC(=O)c1c(F)cccc1F)Nc1cccc(Oc2ncc(Cl)cn2)c1
i,i,COc1ccccc1Nc1nnc(SC(C)C(=O)NC2CC2)s1 (configuration not stated)
i,i,COC(=O)C1=C(C)N(Cc2ccccc2)C(=NCCc2ccccn2)N[C@H]1c1cccc(C(F)(F)F)c1
i,i,O=C(CSc1ccc2ccccc2n1)NC1CC1
i,i,O=C(OCCc1cc2ccccc2c(=O)o1)c1ccccc1C(F)(F)F
i,i,Cc1ccc(S(=O)(=O)NCCC(=O)NNc2c(F)c(F)cc(F)c2F)cc1
i,i,CCOC(=O)/C=c1/s/c(=C/c2ccccc2OC)c(=O)n1CC(=O)N1CCOCC1
i,i,C=CCn1c(SCC(=O)N2CCOCC2)nc2sc(CC)cc2c1=O
i,i,O=C(/C=C/c1ccc2c(c1)S(=O)(=O)N(Cc1ccccc1)[C@H]2CC(=O)N1CCOCC1)N1CCOCC1
i,i,CC(C)(C)OC(=O)C[C@H]1C/C=C\C[C@H](CC(=O)N[C@H](CO)Cc2ccccc2)C(=O)N2CCC[C@H]2COC1=O
i,i,CCN(c1ccccc1)S(=O)(=O)c1ccc(C(=O)NCC(c2ccccc2OC)N2CCCC2)cc1 (configuration not stated)
i,i,CC(=O)c1cc2c(cc1NC(=O)Cc1c(C)noc1C)OCO2
i,i,CC1O[C@@H](OC2C(COC3OC(CO)C(O)[C@H](O)C3O)OC(OC3CC[C@]4(C)C(CC[C@@]5(C)[C@@H]4CC=C4[C@@H]6CC(C)(C)CC[C@]6(CO)C(O)C[C@]45C)C3(C)C)C(O)C2O)C(O)C(O)C1O (some centres not stated)
i,i,O=C(O)c1cccc2c1C(=O)c1ccc(-c3ccc(F)cc3OCc3ccccc3)cc1S2(=O)=O
i,i,O=c1oc(C2(O)CCCCC2)cc2ccc(-c3ccc4[nH]ccc4c3)cc12
i,i,CC(C)C(NC(=O)CCNC(=O)c1ccc(C(C)(C)C)cc1)c1nc2ccccc2[nH]1 (configuration not stated)
i,i,CN(CC(=O)Nc1ccccc1Cl)CC(=O)N1CCc2ccccc21
i,i,COc1ccc(S(=O)(=O)NCC(c2cccnc2)N2CCN(c3ccccc3OC)CC2)cc1C (configuration not stated)
i,i,O=C(COC(=O)C12CC3CC(CC(Br)(C3)C1)C2)Nc1cccc(S(=O)(=O)N2CCOCC2)c1

Entries of single compounds, quoted from the list. Order of screens: KCNK3 inh	ANO1 activ
Entry for CC1O[C@@H](OC2C(COC3OC(CO)C(O)[C@H](O)C3O)OC(OC3CC[C@]4(C)C(CC[C@@]5(C)[C@@H]4CC=C4[C@@H]6CC(C)(C)CC[C@]6(CO)C(O)C[C@]45C)C3(C)C)C(O)C2O)C(O)C(O)C1O (some centres not stated) = i	i
Entry for O=C(COC(=O)C12CC3CC(CC(Br)(C3)C1)C2)Nc1cccc(S(=O)(=O)N2CCOCC2)c1 = i	i

(next part)
KCNK3 inh,ANO1 activ,molecule
i,i,CC(NC(=O)COC(=O)CN1C(=O)C2CCCCC2C1=O)c1ccccc1 (configuration not stated)
i,i,CCOc1ccccc1N1CCN(C(=O)c2cc3ccccc3cc2OC)CC1
i,i,CCOc1ccccc1NC(=O)c1c(NC(=O)CCC(=O)O)sc2c1CCCCC2
i,i,CC1=CC(C)(C)NC(=S)N1CCO
i,i,O=C(NNC(=O)c1cccc2ccccc12)c1cccc(Br)c1
i,i,Cc1ccc(OCCNC(=O)c2cccc(S(=O)(=O)NCc3ccccc3)c2)cc1
i,i,COc1ccc(NC(=O)CNC(=O)c2ccco2)cc1S(=O)(=O)Nc1cc(C)ccc1Br
i,i,CCNC(=O)N1CCN(S(=O)(=O)c2ccc3c(c2)OCCCO3)CC1
i,i,CC(=O)Nc1ccc2c(c1)C(=Nc1cccc(C)c1)c1ccccc1-2
i,i,NS(=O)(=O)c1cccc(NC(=O)CSc2nnc(-c3ccncc3)n2C2CC2)c1
i,i,CN(C(=O)COC(=O)c1ccc(Br)c(S(=O)(=O)N2CCOCC2)c1)C1CCCCC1
i,i,O=C(CNC(=O)c1ccc(Cl)cc1)NCc1ccccn1
i,i,CSCCC(NC(=O)COc1ccccc1)C(=O)N(C)Cc1cccc(F)c1 (configuration not stated)
i,i,Cc1nnc(SCC(=O)Nc2cc(S(=O)(=O)N3CCCC3)ccc2Cl)n1C1CC1
i,i,CCOC(=O)C1=C(C)Nc2ccccc2N=C1NC(=O)c1cc(C)on1
i,i,Cc1cc(=O)[nH]c(NC(=O)Cc2ccccc2)n1
i,i,COc1ccc(S(=O)(=O)Nc2ccc3c(c2)C(=O)N([C@H](C)CO)C[C@H](C)[C@@H](CN(C)C(=O)NC(C)C)O3)cc1
